TRPC4 inh: blocks the mouse TRPC4 cation channel; HEK293 TRPC4beta/mu-opioid, DAMGO-evoked Fluo4 calcium flux; hits give low values; B-score at 10 µM; hit rate 0.39% among 300,000; AID 2247;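 active = B-score over 3 SD under the library average, no early fluorescence shift, positive overall ratio signal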
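material = TRPC4beta/mu-opioid receptor HEK293 cell line | probe or stimulus = sequential submaximal and maximal DAMGO stimulation | compound dosing = one concentration per compound | measured by = Fluo4 Ca2+ flux fluorescence | evaluation = integrated fluorescence ratio relative to baseline, converted to per-well B score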
MrgX1 antagonist: blocks BAM8-22 activation of human MrgX1 receptor | Q96LB2 | MRGX1-HEK293 calcium flux, Fluo-4, BAM8-22 antagonism; hits give low values | B-score at 10 µM | hit rate 1.3% among 310,000 | AID 588676;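 active = calcium-response B-score plate-corrected more than 3 library SD below zero, starting fluorescence within 5 deviations, no agonist response on first addition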;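 note: peak minus trough fluorescence over baseline after final BAM8-22 challenge near maximal dose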
Target sequence (Q96LB2 whole entry, looked up): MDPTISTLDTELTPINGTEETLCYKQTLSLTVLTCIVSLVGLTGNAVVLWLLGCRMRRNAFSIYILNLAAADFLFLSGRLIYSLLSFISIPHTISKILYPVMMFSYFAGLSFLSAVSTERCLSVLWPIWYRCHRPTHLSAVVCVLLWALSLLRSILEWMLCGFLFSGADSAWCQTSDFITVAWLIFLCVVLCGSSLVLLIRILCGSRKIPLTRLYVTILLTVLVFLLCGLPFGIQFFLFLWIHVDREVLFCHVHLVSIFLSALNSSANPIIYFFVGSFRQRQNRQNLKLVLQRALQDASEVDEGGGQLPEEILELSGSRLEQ
TRPC4 act: TRPC4 (mouse) channel activation; B-score at 10 µM; AID 2237; HEK293 TRPC4beta/mu-opioid, Fluo4 calcium fluorescence; hits give high values; hit rate 0.49% among 310,000;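 active = B-score above 5 SD of library B-scores, and initial fluorescence ratio not above library mean plus 5 SD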;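 note: positive B-score marks a calcium rise read as TRPC4 activation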
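Incubation: 45 min room-temperature Fluo4 loading, 110 s read / System: HEK293 cells stably co-expressing mouse TRPC4beta and mu-opioid receptor / Signal: Fluo4 fluorescence, kinetic / Control set: buffer (low) and maximal DAMGO (high) / Measure: integrated baseline-normalised fluorescence ratio, converted to per-well B score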
MrgX1 allo act: human MrgX1 positive allosteric modulation, primary screen | Q96LB2 | MrgX1-HEK293, Fluo-4 calcium flux, FDSS; hits give high values | B-score at 10 µM | hit rate 0.63% among 310,000 | AID 588675;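 active = plate-corrected calcium response at least 3 library SD above typical, normal starting fluorescence, not activating the receptor alone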;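 note: compound read alongside a low EC10 to EC30 dose of BAM8-22 agonist; peak minus trough fluorescence over baseline measured at the second addition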
ANO1 activ: activates or potentiates the mouse TMEM16A chloride channel. Q8BHY3. HEK293 TMEM16A/YFP-H148Q/I152L, iodide quench fluorescence; hits give low values. B-score at 10 µM. hit rate 0.3% among 340,000;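 active = fluorescence-ratio B-score plate-corrected deviation score at least 3 library SD below zero, with starting fluorescence score within 5 deviations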;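 note: channel opened by trigger with iodide after compound preincubation; score built on the fluorescence ratio of max minus min over baseline; more negative score means more quench and so TMEM16A activation or potentiation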
MrgX1 agonist: agonists of human MrgX1 receptor; MrgX1-HEK293 cells, Fluo-4 calcium fluorescence, agonist mode; hits give high values; B-score at 10 µM; hit rate 0.44% among 310,000;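 active = calcium response B-score plate-corrected fluorescence ratio at least 3 library SD, with starting fluorescence B-score inside 5 SD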
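Test system: HEK293 cells stably expressing human MrgX1 receptor; amount: 15,000 cells per well; doses: compound delivered in addition one of three; times: overnight plating before 1 h dye loading; detection: Fluo-4 NW calcium-flux fluorescence, kinetic read; read-out basis: B-scored fluorescence response ratio; controls: positive and negative controls per plate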
RGS4 block: inhibitors of human RGS4. B-score at 10 µM. hit rate 0.45% among 310,000. AID 463165. HEK293 M3R/RGS4 inducible, Fluo-4 calcium flux; hits give high values; triggered by carbachol at its EC20. P49798;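 active = B-score, a plate-corrected calcium signal, over three deviations above library mean, with baseline fluorescence within five deviations of library mean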;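 note: RGS4 expression induced by doxycycline in cells with stable M3 receptor; B-score is computed from the integrated fluorescence ratio over baseline after carbachol; higher B-score means a larger calcium signal and so more RGS4 inhibition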
Target sequence (P49798 whole entry, looked up): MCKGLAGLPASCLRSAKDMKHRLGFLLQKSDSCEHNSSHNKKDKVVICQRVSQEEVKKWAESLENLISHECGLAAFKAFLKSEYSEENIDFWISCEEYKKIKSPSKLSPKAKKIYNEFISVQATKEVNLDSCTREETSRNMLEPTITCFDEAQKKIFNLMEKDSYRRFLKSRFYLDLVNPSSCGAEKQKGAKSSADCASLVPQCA
TRPC4 PAM: allosteric potentiators of mouse TRPC4 channel; Q9QUQ5; HEK293 TRPC4beta/mu-opioid, DAMGO EC20, Fluo-4 Ca2+ flux; hits give high values; B-score at 10 µM; hit rate 0.42% among 310,000; AID 2227;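 active = B-score of calcium response area above 5 SD of library B-scores, with initial fluorescence ratio within 5 SD of library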;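 note: B-score of integrated fluorescence ratio over time as area under calcium response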
ANO1 block: blocks the mouse calcium-activated chloride channel TMEM16A. HEK293 TMEM16A/YFP iodide influx fluorescence, ionomycin. normalized B-score (activity score, 25-100; higher = stronger inhibition) at 10 µM. AID 588511. hit rate 1.2% among 310,000. Q8BHY3;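 active = ratio plate-corrected score three or more library SD toward inhibition, starting fluorescence score within five deviations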;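 note: score derived from kinetic fluorescence span divided by baseline fluorescence per well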
TRPC6 inhibitor: mouse TRPC6 channel inhibition. HEK293-TRPC6, membrane potential dye, ACh-evoked depolarization; hits give low values. Q61143. hit rate 1.1% among 310,000. B-score at 10 µM. AID 2553;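 active = B-score under library mean minus 3 SD, initial fluorescence not abnormally high, positive integrated signal ratio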;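 note: B-score derived from integrated fluorescence ratio over the kinetic read; more negative B-score means stronger inhibition of depolarization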
TRPC6 activator: activates the mouse TRPC6 cation channel; HEK293-TRPC6 membrane potential dye fluorescence; hits give high values; hit rate 0.13% among 310,000; Q61143; B-score at 10 µM;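 active = B-score of the integrated fluorescence ratio above library mean plus 3 SD, and starting fluorescence ratio within library mean plus 5 SD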;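 note: higher score means more depolarization so channel activation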
Numbers without * were called inactive; i = inactive.

item	SMILES	TRPC4 inh	MrgX1 antagonist	TRPC4 act	MrgX1 allo act	ANO1 activ	MrgX1 agonist	RGS4 block	TRPC4 PAM	ANO1 block	TRPC6 inhibitor	TRPC6 activator
1	CCN(CC)CCN1C(=O)c2ccccc2NC1c1cccc(F)c1 (configuration not stated)	i	i	i	i	i	i	i	i	i	i	i
2	Cc1[nH]n(C)c(=O)c1C(=O)c1c(-c2c(Cl)cccc2Cl)noc1C	-6*	i	i	i	i	i	i	i	i	i	i
3	O=C(CSc1cccc2cccnc12)Nc1cccc(S(=O)(=O)N2CCOCC2)c1	i	i	i	i	i	i	i	i	i	i	i
4	CCCC(=O)N1CCN(Cc2nc3cc([N+](=O)[O-])ccc3n2C)CC1	i	i	i	i	i	i	i	i	i	i	i
5	CCCCc1ccc(NC(=O)CC(C)=O)cc1	i	i	i	i	i	i	i	i	i	i	i
6	O=C(O)CC(O)C(=O)O (configuration not stated)	i	i	i	i	i	i	i	i	i	i	i
7	COc1ccc(N2CCN(c3ncnc4c3cnn4-c3ccc(C)cc3C)CC2)cc1	i	i	i	i	i	i	i	i	i	i	i
8	Cc1ccc(NC(=O)CSCC(=O)N=c2sccn2C)cc1	i	i	i	i	i	i	i	i	i	i	i
9	CC(C)CC(=O)NC(=S)Nc1ccc(S(=O)(=O)N2CCN(C)CC2)cc1	i	i	i	i	i	i	i	i	i	i	i
10	CC(C)(C)NCC(O)COc1ccc(Br)cc1 (configuration not stated)	i	i	i	i	i	i	i	i	i	i	i
11	COc1ccc(Br)cc1C(=O)Nc1ccc(N2CCCC2)cc1	i	i	i	i	i	i	i	i	i	i	i
12	CCOC(=O)/C=C/C(=O)Nc1ccc(S(=O)(=O)Nc2c(C)cc(C)cc2C)cc1	i	i	i	i	i	i	i	i	i	i	i
13	CCc1ccc(CNC(=O)C2CCN(S(=O)(=O)N3CCC(C)CC3)CC2)cc1	i	i	i	i	i	i	i	i	i	i	i
14	CCOc1ccc2[nH]c(=O)c(CN(CCc3ccccc3)C(=O)N3CCCC3)cc2c1	i	i	i	i	i	i	i	i	i	i	i
15	COc1ccc(NS(=O)(=O)c2ccc(Cl)c(N)c2)cc1Br	i	i	i	i	i	i	8.64*	i	i	i	i
16	Cc1ccc(-c2cccc(C(=O)NCCc3ccccc3)n2)c2ccccc12	i	i	i	i	i	i	i	i	i	i	i
17	CC(NC(=O)c1ccco1)C(=O)N(C)Cc1ccc(C(F)(F)F)cc1 (configuration not stated)	i	i	i	i	i	i	i	i	i	i	i
18	CC(=O)c1ccc(NC(=O)C2CC(=O)N(Cc3ccccc3)C2)cc1 (configuration not stated)	i	i	i	i	i	i	i	i	i	i	i
19	CC12CC3CC(C)(C1)CC(Nc1nc(N4CCOCC4)nc4ccccc14)(C3)C2	i	i	i	i	i	i	i	i	i	i	i
20	Cc1c(NC(=O)COc2cccc(Br)c2)c(=O)n(-c2ccccc2)n1C	i	i	i	i	i	i	i	i	i	i	i
21	CC(C)OCCCNC(=O)C(=O)N/N=C/c1ccc(OCc2ccccc2)cc1	i	i	i	i	i	i	i	i	i	i	i
22	Cc1ccc(C(C)C)c(OCC(=O)NNC2=CC(=O)CC(C)(C)C2)c1	i	i	i	i	i	i	i	i	i	i	i
23	CCCCC(=O)Nc1cc(C)c(NC(=O)c2cccs2)cn1	i	i	i	i	i	i	i	i	i	i	i
24	O=C(c1cc2ccccc2oc1=O)N(Cc1ccc2c(c1)OCO2)Cc1ccco1	i	i	i	i	i	i	i	i	i	i	i
25	CCOCCCNC(=O)/C(C#N)=C/c1ccc(-c2ccc(S(=O)(=O)N3CCOCC3)cc2)o1	i	i	i	i	i	i	i	i	i	i	i
26	NC(=O)CSc1oc(-c2ccco2)nc1S(=O)(=O)c1ccccc1	i	i	i	i	i	i	i	i	i	i	i
27	CCn1nc(C)cc1C(=O)N1CCCC(C(=O)c2ccc3ccccc3c2)C1 (configuration not stated)	i	i	i	i	i	i	i	i	i	i	i
28	CCc1cccc2c1NC(=O)C21OCCO1	i	i	i	i	i	i	i	i	i	i	i
29	Cn1cc(Br)c(-c2cccc(NC(=O)CC(C)(C)CC(=O)O)c2)n1	i	i	i	i	i	i	i	i	i	i	i
30	CN(C(=O)COC(=O)c1ccc(Cl)cc1N)C1CCS(=O)(=O)C1 (configuration not stated)	i	i	i	i	i	i	i	i	i	i	i
31	CN(Cc1ccccc1)C(=O)c1ccccc1NC(=O)C1CC1	i	i	i	i	i	i	i	i	i	i	i
32	COc1ccc(/C=N/NC(=O)CC#N)cc1Oc1nc(Cl)ncc1F	i	i	i	i	i	i	i	i	i	i	i
33	CC(=O)N1CCCc2cc(S(=O)(=O)N3CCCC(C(=O)Nc4cccc(C)c4)C3)ccc21 (configuration not stated)	i	i	i	i	i	i	i	i	i	i	i
34	COC(=O)c1cc(Oc2ccc(C(=O)OC)cc2N)cc(C(=O)OC)c1	i	i	i	i	i	i	i	i	i	i	i
35	O=C(Oc1cc(Cl)ccc1Cl)c1ccc(N2CCOCC2)c([N+](=O)[O-])c1	i	i	i	i	i	i	i	i	i	i	i
36	N#C/C(=C/c1cccnc1)c1ccccc1	i	i	i	i	i	i	i	i	i	i	i
37	Cn1c2c(c(=O)n(C)c1=O)C(c1cccc(F)c1)C(C#N)=C(N)O2 (configuration not stated)	i	i	i	i	i	i	i	i	i	i	i
38	CC(O)Cn1ccccc1=N (configuration not stated)	i	i	i	i	i	i	i	i	i	i	i
39	CC(C)C(=O)NC(NC1CCS(=O)(=O)C1)C(Cl)(Cl)Cl (configuration not stated)	i	i	i	i	i	i	i	i	i	i	i
40	CCCCn1c(SCC(N)=O)nnc1-c1ccco1	i	i	i	i	i	i	i	i	i	i	i
41	Cc1ccc(NC(=O)C(C)N2CCOCC2)c(C(=O)c2ccccc2)c1 (configuration not stated)	i	i	i	i	i	i	i	i	i	i	i
42	Cc1ccc2[nH]c(=O)c(-c3nc4cc(C)ccn4c3NCc3ccco3)cc2c1	i	i	i	i	i	i	i	i	i	i	i
43	COc1ccc(OCCn2nnc(-c3ccc(Cl)cc3)n2)cc1	i	i	i	i	i	i	i	i	i	i	i
44	CCCCC1(C)NC(=O)c2c(C)sc(C(=O)OCC)c2N1 (configuration not stated)	i	i	i	8.33*	i	i	i	i	i	i	i
45	Cc1cccc(OCC(=O)NCC(=O)N/N=C/c2ccc(O)cc2O)c1	i	i	i	i	i	i	i	i	i	i	i
46	Cc1nc(CN2CCN(C(=O)c3ccc(Br)cc3)CC2)cs1	i	i	i	i	i	i	i	i	i	i	i
47	Cc1[nH]c2ccccc2c1SCc1ccccc1	i	i	i	i	i	i	i	i	i	i	i
48	O=C(CSc1nnc(-c2ccco2)n1-c1ccccc1)NCc1ccco1	i	i	i	i	i	i	i	i	i	i	i
49	Cn1c(=O)n(C)c2cc([N+](=O)[O-])c(N3CCN(C(=O)c4ccc(F)cc4)CC3)cc21	i	i	i	i	i	i	i	i	i	i	i
50	CC(=O)Nc1ccccc1-c1ccc(C)o1	i	i	i	i	i	i	i	i	i	i	i
51	CCOC(=O)CN1C(=O)NC2(CCCc3ccccc32)C1=O (configuration not stated)	i	i	i	i	i	i	i	i	i	i	i
52	O=C(N/N=C/c1cccnc1)c1cc2ccccc2o1	i	i	i	i	i	i	i	i	i	i	i
53	COc1ccc(O)c(C2=Nc3ccccc3N=C(c3cccs3)C2)c1	i	i	i	i	i	i	i	i	i	i	i
54	O=C(c1ccccc1Cl)N1CCNCC1	i	i	i	i	i	i	i	i	i	i	i
55	Cc1cccc(C)c1NC(=S)NCc1ccncc1	i	i	i	i	i	i	i	i	i	i	i
56	CCOC(=O)C1=C(C)NC(C)=C(C(=O)OCC)C1C(=O)O	i	i	i	i	i	i	i	i	i	i	i
57	COc1ccc(C(=O)Nc2ncccc2C)cc1S(=O)(=O)N1CCOCC1	i	i	i	i	i	i	i	i	i	i	i
58	O=C(c1cnc2ccc3ccccc3c2c1)c1cc(F)ccc1O	i	i	i	i	i	i	i	i	i	i	i
59	CCn1cc(C(=O)N2CCN(Cc3ccc4c(c3)OCO4)CC2)c2cc(OC)c(OC)cc2c1=O	i	i	i	i	i	i	i	i	i	i	i
60	Cc1oc(-c2cccs2)[n+]([O-])c1C	i	i	i	i	i	i	i	i	i	i	i

Other entries:
item	SMILES	TRPC4 inh	MrgX1 antagonist	TRPC4 act	MrgX1 allo act	ANO1 activ	MrgX1 agonist	RGS4 block	TRPC4 PAM	ANO1 block	TRPC6 inhibitor	TRPC6 activator
61	CSc1ccc(CN(C)Cc2nc3ccccc3c(=O)[nH]2)cc1	i	i	i	i	i	i	i	i	i	i	i
62	Cc1cccc(NC(=O)CNC(=O)C23CC4CC(CC(Cl)(C4)C2)C3)n1	i	i	i	i	i	i	i	i	i	i	i
63	CCN(CC(=O)Nc1ccccc1C(F)(F)F)C(=O)C1CC(=O)N(Cc2ccccc2)C1 (configuration not stated)	i	i	i	i	i	i	i	i	i	i	i
64	CC1=Nc2cc(C(=O)NCCN3CCOCC3)ccc2Sc2c(C)ccc(C)c21	i	i	i	i	i	i	i	i	i	i	i
65	Cc1ccccc1N=C1NC(=O)CC(c2ccccc2)S1 (configuration not stated)	i	i	i	i	i	i	i	i	i	i	i
66	CCn1c(=N)n(CC(=O)c2ccco2)c2ccccc21	i	i	i	i	i	i	i	i	i	i	i
67	CCCc1cc(=O)[nH]c2nnc(SCC(=O)NC3CCCC3)n12	i	i	i	i	i	i	i	i	i	i	i
68	COc1cccc(-c2nc(CS(=O)(=O)CC(=O)NCc3ccccc3OC)c(C)o2)c1	i	i	i	i	i	i	i	i	i	i	i
69	c1ccc(CNc2cnccn2)cc1	i	i	i	i	i	i	i	i	i	i	i

An unsorted share of the library; any-hit rate near 5.8%.
